Screening data deposited in PubChem BioAssay by Sanford-Burnham Center for Chemical Genomics.
TIM10 inh: growth inhibitors of isogenic TIM10 control yeast, primary screen, counter-screen for tim10-1 yeast inhibitor project, luminescence, uHTS; AID 463195, 2010; 1.4% of 330,000 active; inhibition, % at 10 µM; S. cerevisiae TIM10 strain growth, BacTiter-Glo luminescence, 24 h;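 active = inhibition of 40% or more at the single tested concentration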;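 note: wild-type TIM10 isogenic control strain grown at permissive 25 °C; 0% = DMSO yeast wells and 100% = minimal medium wells without yeast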
tim10-1 inh: growth inhibitors of tim10-1 mutant yeast, primary screen, luminescence, uHTS; S. cerevisiae tim10-1 ts strain growth, BacTiter-Glo, 24 h; inhibition, % at 20 µM; 2.2% of 330,000 active; AID 463190, 2010;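 active = inhibition of at least 40%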;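 note: mutant grown at 25 °C; 0% = DMSO wells with yeast and 100% = wells holding no yeast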
Jurkat NFkB inh: inhibitors of induced NF-kB luciferase reporter, primary screen, TCR NF-kB activation inhibitor project, cell-based, luminescence, uHTS; Jurkat, PMA/ionomycin-induced NF-kB luciferase reporter; inhibition, % at 4 µM; 0.53% of 330,000 active; in the data active = inhibition above about 50%
697 NFkB inh: inhibitors of PMA/ionomycin-induced NF-kB reporter, 697 cells, primary screen, B-cell NF-kB inhibitor project, cell-based, luminescence, uHTS | 697 B-cell NF-kB luciferase reporter, 16 h | inhibition, % at 4 µM | 0.33% of 330,000 active | AID 435022, 2010; in the data active = inhibition above about 35%
tim23-1 inh: growth inhibitors of tim23-1 mutant yeast, primary screen, luminescence, uHTS. AID 463212, 2010. inhibition, % at 20 µM. S. cerevisiae tim23-1 growth, BacTiter-Glo luminescence, 24 h. 1.3% of 330,000 active;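 active = growth inhibition of the mutant yeast at or above 50%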;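 note: temperature-sensitive mutant grown at 25 °C; plate controls were DMSO-treated mutant yeast for no effect and medium wells lacking yeast for full effect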
Mdm2 MdmX PPI: inhibitors of human Mdm2-MdmX association, primary screen, cell-based, luminescence, split luciferase, SaOS-2, uHTS; SaOS-2 split-luciferase Mdm2/MdmX complementation; AID 485346, 2010; inhibition, % at 8 µM; Protein Mdm4 (Homo sapiens) + E3 ubiquitin-protein ligase Mdm2 (Homo sapiens), …; 3% of 330,000 active;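 active = inhibition of at least 50% at 8 µM in the primary screen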
Target sequence (O15151 whole entry, looked up): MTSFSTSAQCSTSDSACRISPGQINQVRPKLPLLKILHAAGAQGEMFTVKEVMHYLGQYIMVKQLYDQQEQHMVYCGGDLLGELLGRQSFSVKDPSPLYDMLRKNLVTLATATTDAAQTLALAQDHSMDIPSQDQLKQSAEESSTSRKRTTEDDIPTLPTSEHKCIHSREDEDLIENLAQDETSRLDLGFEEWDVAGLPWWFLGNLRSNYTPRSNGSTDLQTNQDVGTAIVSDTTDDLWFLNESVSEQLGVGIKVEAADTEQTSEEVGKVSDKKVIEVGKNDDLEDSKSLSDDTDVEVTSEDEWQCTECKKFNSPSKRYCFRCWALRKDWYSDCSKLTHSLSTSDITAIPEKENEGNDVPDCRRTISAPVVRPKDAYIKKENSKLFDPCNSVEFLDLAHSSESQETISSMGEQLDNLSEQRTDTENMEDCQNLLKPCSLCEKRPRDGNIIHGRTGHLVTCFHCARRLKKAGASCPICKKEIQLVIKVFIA
Target sequence (Q00987 whole entry, looked up): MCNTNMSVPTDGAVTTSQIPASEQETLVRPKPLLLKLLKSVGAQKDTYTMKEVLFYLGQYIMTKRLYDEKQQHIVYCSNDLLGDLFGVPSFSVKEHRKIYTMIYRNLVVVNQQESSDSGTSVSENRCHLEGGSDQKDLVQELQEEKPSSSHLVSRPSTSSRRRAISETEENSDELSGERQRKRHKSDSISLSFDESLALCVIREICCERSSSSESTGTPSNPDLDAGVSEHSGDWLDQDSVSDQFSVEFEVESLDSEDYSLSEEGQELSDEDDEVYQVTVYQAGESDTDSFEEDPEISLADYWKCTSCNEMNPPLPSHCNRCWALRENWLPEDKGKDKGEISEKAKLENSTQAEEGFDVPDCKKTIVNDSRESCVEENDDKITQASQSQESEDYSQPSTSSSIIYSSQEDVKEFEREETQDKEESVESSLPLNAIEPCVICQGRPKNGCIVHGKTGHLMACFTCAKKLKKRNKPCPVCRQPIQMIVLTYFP
CHOP UPR activ: activators of apoptotic CHOP UPR arm, primary screen, cell-based, CHO-CHOP luciferase reporter, luminescence, uHTS | UPR activation; percent of tunicamycin response over DMSO baseline | activation, % at 10 µM | 0.34% of 330,000 active | AID 449763, 2010;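 active = at 10 µM dose, activation of 40% or more, normalized to positive control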;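 note: 100% = tunicamycin at 10 µg/mL and 0% = DMSO alone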
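System: CHO-CHOP luciferase reporter cell line | Buffer or medium: F12 medium containing 10% fetal bovine serum | Doses: One dose, 10 µM in 0.5% DMSO | Times: 6 h compound exposure at 37 °C after overnight seeding | Signal: Luciferase luminescence | Read-out: % activation vs tunicamycin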
XBP1 UPR activ: activators of adaptive XBP1 UPR arm, primary screen, cell-based, CHO-XBP1 luciferase reporter, luminescence, uHTS; 0.33% of 330,000 active; AID 463104, 2010; IRE1-XBP1 UPR activation; percent of tunicamycin response, DMSO as zero; activation, % at 20 µM;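 active = versus positive control, 20 µM dose yields 30% or more activation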;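 note: 100% = tunicamycin at 10 µg/mL and 0% = DMSO only wells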
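Material: CHO-XBP1 cells stably carrying IRE1-XBP1-driven luciferase reporter | Medium: F12 with 10% serum | Compound dosing: 20 µM single concentration, DMSO 1% | Incubation: Overnight seeding at 37 °C, 6 h compound treatment at 37 °C | Detection: Steady-Glo luminescence read | Read-out basis: % activation of reporter signal versus tunicamycin and DMSO controls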
* hit, by the source's call; x = no result given.

SMILES | TIM10 inh | tim10-1 inh | Jurkat NFkB inh | 697 NFkB inh | tim23-1 inh | Mdm2 MdmX PPI | CHOP UPR activ | XBP1 UPR activ
O=C1C2C3C=CC(CC3)C2C(=O)N1c1ccc([N+](=O)[O-])cc1 (stereo not drawn) | 0 | 17 | -28 | -34 | 3 | -52 | -0.7 | -4
O=Cc1ccc2c(c1)CCN2Cc1ccccc1 | 7 | 15 | 3 | 19 | 19 | 36 | 0.1 | 3
CCc1sc(C(=O)N2CCCN(C)CC2)cc1Br | 0 | -26 | 0 | -8 | 4 | -3 | 3.8 | -1
COc1ccc(C(=O)NC(C)CCc2ccccc2)cc1 (stereo not drawn) | -6 | -3 | 10 | -13 | 12 | -16 | 5.4 | -2
COc1ccc2sc(N(CCN(C)C)C(=O)c3ccc4ccccc4c3)nc2c1 | 15 | 12 | 3 | -3 | 23 | -1 | 0.0 | -6
Cc1cccc2cc(CN(Cc3ccccc3)C(=S)NCCCN(C)C)c(=O)[nH]c12 | 5 | 9 | -29 | -3 | 3 | 31 | 0.0 | -1
CN(C)CCN1C(=O)C(O)=C(C(=O)c2ccco2)C1c1ccccc1F (stereo not drawn) | -7 | 14 | -18 | -3 | 15 | 10 | -2.2 | -1
COc1cccc(-c2c(C(=O)N/N=C/c3cccs3)nnn2-c2nonc2N)c1 | -9 | 15 | 0 | 25 | 6 | 13 | -0.8 | 3
COc1ccc(N=C(c2ccccc2)c2c(C)[nH]n(-c3ccccc3)c2=O)c(OC)c1 | 14 | 6 | -9 | -19 | 7 | 25 | -1.1 | -1
COc1cc(NS(=O)(=O)c2ccc(NC(C)=O)cc2)ncn1 | 7 | 13 | 18 | 22 | -2 | -11 | 1.1 | -1
O=C(CC12CC3CC(CC(Br)(C3)C1)C2)NCc1ccccc1 | -9 | 5 | -18 | 0 | 18 | 15 | 0.4 | 0
COCCOC(=O)C1=C(C)Nc2ncnn2C1c1ccco1 (stereo not drawn) | -12 | -2 | -7 | -12 | 15 | 10 | 1.0 | -2
CCCN1CCc2c(sc(NC(=O)c3ccc(S(=O)(=O)N(C)c4ccccc4)cc3)c2C(=O)NC)C1 | 18 | 29 | -2 | -32 | 22 | 28 | 2.7 | 0
CC1(C)CC(=O)C(C=NCC2CCN(C(=S)Nc3cccc(Cl)c3)CC2)=C(O)C1 | 10 | 9 | 14 | 12 | 4 | 18 | -1.1 | -4
COc1ccc(C2Nc3ccccc3C(=O)N2Cc2ccccc2)cc1CSc1ccccn1 (stereo not drawn) | 14 | 18 | 36 | -64 | 9 | -14 | 3.8 | 1
Cc1noc(C)c1C(=O)NCCc1ccccc1 | 11 | -3 | -18 | 0 | 1 | 10 | -0.1 | -3
CCc1ccc(NC(=S)NNC(=O)c2ccccc2OC(F)F)cc1 | 31 | 40 | 23 | -15 | 13 | 36 | -1.1 | 2
CSc1nc(C)cc(OCC#N)n1 | 4 | 8 | 5 | 3 | -1 | 35 | 1.8 | -2
Cc1ccc(NC(=S)N(CCCN2CCN(C)CC2)Cc2cccs2)cc1 | -3 | 4 | -11 | -4 | 21 | -32 | -1.1 | -1
Nc1[nH]c2cc([N+](=O)[O-])ccc2c1-c1ccccn1 | -13 | 16 | 18 | -11 | 6 | 28 | -0.8 | -1
Cc1cccc(NC(=O)C2CCN(S(=O)(=O)c3c(C)nn(C)c3C)CC2)n1 | 3 | -15 | 2 | 6 | -14 | 22 | -0.8 | 1
Cc1cc(OC(=O)c2cc([N+](=O)[O-])ccc2Cl)c([N+](=O)[O-])c(=O)[nH]1 | -4 | 4 | 4 | 1 | 11 | 22 | -1.3 | 0
O=C(O)C1OC2OC3(CCCCC3)OC2C2OC3(CCCCC3)OC12 (stereo not drawn) | 9 | 18 | 4 | 8 | -2 | -7 | 0.7 | 0
CC1=NN(c2ccccc2)C(=O)/C1=C/c1ccc[nH]1 | 22 | 20 | -25 | -30 | 21 | -8 | 4.6 | 6
CCOC(=O)N1CCC(NC(=O)CC2C(=O)NCCN2Cc2ccccc2F)CC1 (stereo not drawn) | 1 | -3 | 1 | -6 | 2 | -12 | 0.4 | 6
Oc1c(C=Nc2ccc(Cl)cn2)sc2ccccc12 | 0 | 6 | -16 | -75 | -3 | -172 | -0.6 | -4
CC(=O)c1cccc(S(=O)(=O)N2CCN(c3nc4cc(C)cc(C)c4cc3C#N)CC2)c1 | 35 | 24 | -6 | 21 | 22 | 16 | -2.9 | -2
Cc1cc(C)n2nc(C(=O)NCC(=O)Nc3ccc(F)c(F)c3)nc2n1 | 8 | 0 | 11 | 18 | -7 | 1 | 0.4 | 0
COc1cc2cnc(-c3ccccc3)c(C(=O)c3ccc(OCc4ccccc4)cc3)c2cc1OC | 11 | 20 | x | -52 | 31 | 11 | 4.1 | 4
CCOc1ccc(C(=O)NCC(=O)Nc2ncccc2C)cc1OCC | -5 | 1 | -25 | 14 | 7 | 5 | -0.3 | -2
CCOC(=O)c1nn(-c2ccc(F)cc2)c2nc(Nc3ccccc3)cc(=O)n12 | 22 | 13 | 8 | -2 | 36 | -2 | 1.2 | 0
O=C(Oc1cccc(C(=S)N2CCOCC2)c1)c1ccccc1 | -9 | 19 | 21 | 20 | 16 | 21 | -1.5 | -1
Cc1cc(N2CCN(c3ccccc3)CC2)nc(NCc2ccccc2)n1 | 26 | 26 | 6 | -70 | 7 | 76* | -0.3 | 1
COc1ccc2c(/C=N/Nc3ccc(C(=O)O)cc3)c[nH]c2c1 | -11 | 6 | -15 | -99 | 14 | -32 | 1.1 | 5
Cc1ccc(OCCOc2cccc3ccc(C)nc23)c([N+](=O)[O-])c1 | 23 | 26 | -2 | -15 | 31 | -5 | -1.0 | 1
COc1ccc(C(=O)N2CCN(c3ccc(C(C)=O)cc3)CC2)cc1S(=O)(=O)N1CCCC1 | -3 | 6 | 1 | -2 | 6 | 10 | 9.2 | -2
O=C(Cc1ccc(F)cc1)N1CCOCC1 | -2 | 15 | 26 | 19 | 15 | 27 | 2.0 | 4
CC(C)CNC(=O)c1ccccc1-c1ccccc1C(=O)O | -2 | 10 | 6 | -9 | 6 | 11 | 1.1 | 2
COc1ccc(NC(=S)NC(NC(=O)c2cccc(C)c2)C(Cl)(Cl)Cl)c([N+](=O)[O-])c1 (stereo not drawn) | 7 | 16 | -1 | 12 | 5 | -2 | 1.9 | 0
CCCCC(c1nnnn1C1CCCC1)N1CCN(C2CCCCC2)CC1 (stereo not drawn) | 2 | 1 | 16 | 11 | 16 | 10 | -0.8 | -1
CC[C@@H](C)CN1C(=O)N[C@@H](CCc2ccccc2)C(C(C)=O)=C1C | 5 | 7 | 0 | 5 | -4 | -2 | -2.5 | -1
Cc1cc(C)nc(/N=C(\N)Nc2ccc(CC(=O)OC(C)C)cc2)n1 | 7 | 4 | 42 | -72 | 10 | -2 | 4.1 | -6
Cc1ccc(S(=O)(=O)Nc2ccc3c(c2)C(=O)NC3=O)cc1[N+](=O)[O-] | -9 | -9 | 6 | 18 | -11 | 6 | -0.3 | 1
CC(=O)Nc1ccc(S(=O)(=O)NC2=C(N3CCN(C)CC3)C(=O)c3ccccc3C2=O)cc1 | 10 | 13 | 29 | -11 | -2 | 27 | 2.7 | -1
COc1ccc(C(=O)N2CCCCCC2)cc1OC1CCN(C(C)=O)CC1 | 8 | 4 | -9 | 23 | -3 | 13 | -0.9 | -6
COc1ccc(C(=O)NNC(=O)Cc2coc3cc(OC)ccc23)cc1 | -6 | 9 | 4 | 19 | 7 | -1 | -0.3 | -1
COc1cc2[nH]c(=O)n(CCCCCC(=O)N3CC=C(c4ccccc4)CC3)c(=O)c2cc1OC | 8 | 23 | 11 | -14 | 26 | 59* | 5.3 | 2
CCCOc1ccc(-c2csc3nc[nH]c(=O)c23)cc1 | -1 | -1 | -61 | -71 | 30 | -3 | 2.4 | 1
COCc1cc(C)nc2sc(C(=O)NN)c(-n3cccc3)c12 | -8 | 27 | 8 | -2 | 17 | -23 | 0.2 | -4
COc1ccc(NC(=O)CSc2nnc(N)s2)c([N+](=O)[O-])c1 | -13 | 6 | 0 | 10 | 8 | 1 | 1.6 | 3
CC(C)(C)c1csc(NC(=O)CSC2=NCCS2)n1 | -10 | 34 | -15 | 2 | 33 | -21 | 2.5 | 1
COc1ccc2c(c1OC)C(=O)N(c1cccc(C(F)(F)F)c1)C2 | 6 | 40 | -164 | -119 | 25 | -162 | 6.4 | 5

2 compounds from above, limited to tim23-1 inh, TIM10 inh and 697 NFkB inh.
| smiles | tim23-1 inh | TIM10 inh | 697 NFkB inh |
| --- | --- | --- | --- |
| CC(C)(C)c1csc(NC(=O)CSC2=NCCS2)n1 | 33 | -10 | 2 |
| COc1ccc2c(c1OC)C(=O)N(c1cccc(C(F)(F)F)c1)C2 | 25 | 6 | -119 |

Filtered by structure: those above containing a halogen.
SMILES | TIM10 inh | tim10-1 inh | Jurkat NFkB inh | 697 NFkB inh | tim23-1 inh | Mdm2 MdmX PPI | CHOP UPR activ | XBP1 UPR activ
CCc1sc(C(=O)N2CCCN(C)CC2)cc1Br | 0 | -26 | 0 | -8 | 4 | -3 | 3.8 | -1
CN(C)CCN1C(=O)C(O)=C(C(=O)c2ccco2)C1c1ccccc1F (stereo not drawn) | -7 | 14 | -18 | -3 | 15 | 10 | -2.2 | -1
O=C(CC12CC3CC(CC(Br)(C3)C1)C2)NCc1ccccc1 | -9 | 5 | -18 | 0 | 18 | 15 | 0.4 | 0
CC1(C)CC(=O)C(C=NCC2CCN(C(=S)Nc3cccc(Cl)c3)CC2)=C(O)C1 | 10 | 9 | 14 | 12 | 4 | 18 | -1.1 | -4
CCc1ccc(NC(=S)NNC(=O)c2ccccc2OC(F)F)cc1 | 31 | 40 | 23 | -15 | 13 | 36 | -1.1 | 2
Cc1cc(OC(=O)c2cc([N+](=O)[O-])ccc2Cl)c([N+](=O)[O-])c(=O)[nH]1 | -4 | 4 | 4 | 1 | 11 | 22 | -1.3 | 0
CCOC(=O)N1CCC(NC(=O)CC2C(=O)NCCN2Cc2ccccc2F)CC1 (stereo not drawn) | 1 | -3 | 1 | -6 | 2 | -12 | 0.4 | 6
Oc1c(C=Nc2ccc(Cl)cn2)sc2ccccc12 | 0 | 6 | -16 | -75 | -3 | -172 | -0.6 | -4
Cc1cc(C)n2nc(C(=O)NCC(=O)Nc3ccc(F)c(F)c3)nc2n1 | 8 | 0 | 11 | 18 | -7 | 1 | 0.4 | 0
CCOC(=O)c1nn(-c2ccc(F)cc2)c2nc(Nc3ccccc3)cc(=O)n12 | 22 | 13 | 8 | -2 | 36 | -2 | 1.2 | 0
O=C(Cc1ccc(F)cc1)N1CCOCC1 | -2 | 15 | 26 | 19 | 15 | 27 | 2.0 | 4
COc1ccc(NC(=S)NC(NC(=O)c2cccc(C)c2)C(Cl)(Cl)Cl)c([N+](=O)[O-])c1 (stereo not drawn) | 7 | 16 | -1 | 12 | 5 | -2 | 1.9 | 0
COc1ccc2c(c1OC)C(=O)N(c1cccc(C(F)(F)F)c1)C2 | 6 | 40 | -164 | -119 | 25 | -162 | 6.4 | 5

An unsorted share of the library (roughly 6.6% active in at least one column).
